Screens as filed in PubChem BioAssay.
TNAP inh noacc: inhibitors of human TNAP without phosphate acceptor; 200,000 tested, 0.26% active; inhibition, % at 20 µM; purified TNAP, CDP-star luminescence, 30 min; AID 1012;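 active = tissue-nonspecific alkaline phosphatase inhibition above about 50% at 20 µM in the single-dose screen, limit read from the data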;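 also: 0% = DMSO negative control and 100% = EDTA positive control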
RAM inhibit: blocks the yeast RAM network | S. cerevisiae dse1pr::URA3 reporter, 5-FOA growth OD615, 2 d; analog-sensitive cbk1-as2 kinase mutant strain | inhibition, % at 50 µM | 190,000 tested, 1.8% active | AID 868;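 active = inhibition above a set limit, 3 SD over mean compound inhibition, cut at about 8.4% in these data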;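 also: 0% = DMSO-only wells with no growth and 100% = 10 µM 1-NA-PP1 full growth; inhibition rescues growth on 5-FOA so higher OD means more RAM inhibition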
Hsp70 activator: switches on Hsp70 transcription; AID 1203; activation, % at 10 µM; 200,000 tested, 0.04% active; HeLa Hsp70 promoter luciferase reporter, luminescence; scaled: vehicle 0, proteasome-inhibitor control 100%;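 active = activation above the mean across all tested compounds plus 3 SD, cutoff set per campaign, cut at about 5.5% in these data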;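 also: 100% = MG132 at 30 µM as the positive control and 0% = DMSO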
PMI act satM6P: activators of human phosphomannose isomerase at near-saturating mannose 6-phosphate. P34949. coupled PMI enzyme assay, resazurin fluorescence, 20 min; active compounds read high; 1 = untreated enzyme, 0 = substrate-free blank. activation factor at 20 µM. 190,000 tested, 0.34% active;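 active = activation factor of 2 or more at 20 µM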
Target sequence (P34949 whole entry, looked up): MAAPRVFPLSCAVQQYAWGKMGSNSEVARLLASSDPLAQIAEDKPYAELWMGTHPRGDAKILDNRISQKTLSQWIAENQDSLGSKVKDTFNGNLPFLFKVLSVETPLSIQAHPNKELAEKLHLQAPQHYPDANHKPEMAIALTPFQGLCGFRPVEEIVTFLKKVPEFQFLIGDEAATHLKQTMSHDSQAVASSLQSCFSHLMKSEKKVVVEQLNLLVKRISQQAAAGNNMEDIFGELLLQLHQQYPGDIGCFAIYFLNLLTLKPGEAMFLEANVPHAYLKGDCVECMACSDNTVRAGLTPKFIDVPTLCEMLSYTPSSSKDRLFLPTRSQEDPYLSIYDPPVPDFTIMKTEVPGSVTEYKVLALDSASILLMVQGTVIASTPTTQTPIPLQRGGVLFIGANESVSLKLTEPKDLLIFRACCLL
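Material: human phosphomannose isomerase with PGI, G6PDH, diaphorase coupling enzymes / Reagent: Man-6-P substrate 1.0 mM / Dosing: single compound dose of 20 µM, 1% DMSO final / Incubation: enzyme reaction with compound 20 min at room temperature / Signal: resorufin fluorescence (Ex 544/Em 590 nm) from resazurin via diaphorase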
Lmaj promast: reduces viability of Leishmania major promastigotes. AID 1063. resazurin fluorescence viability. 200,000 tested, 9% active. inhibition, % at 10 µM; in the data active = inhibition above about 50%;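 also: promastigotes grown with compound for 44 hours at 28 °C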
HMGR II inh: blocks class II HMG-CoA reductase of Enterococcus faecalis; inhibition, % at 10 µM; AID 1066; purified E. faecalis HMGR, NADPH absorbance 340 nm kinetic; 190,000 tested, 0.41% active;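 active = inhibition above a set limit, the median over all tested compounds plus 3 SD, cut at about 9.5% in these data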;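 also: enzyme runs in reverse so mevalonate oxidation gives rising NADPH absorbance; 0% = complete reaction with DMSO and 100% = background rate lacking mevalonate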
TNAP inh hi DEA: inhibitors of human TNAP at high phosphate acceptor concentration. purified TNAP, CDP-star luminescence, 1 M DEA. inhibition, % at 20 µM. 200,000 tested, 0.03% active;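 active = over 50% inhibition of tissue-nonspecific alkaline phosphatase at 20 µM in the single-dose screen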;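 also: plate controls were DMSO wells for no effect and EDTA-quenched wells as full inhibition for full effect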
DTT redox prof: compounds producing H2O2 with reducing agent – biochemical, NIH compound library profiling, artefact control for MLSCN library redox annotation, primary screen. AID 878. activation, % at 10 µM. DTT-dependent redox cycling H2O2, phenol red/HRP absorbance; 100% = 100 µM peroxide control, 0% = buffer. 200,000 tested, 0.03% active;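 active = activation of at least 50% relative to the plate's high and low controls in the primary single-dose screen; inactive = activation below 50%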;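 also: compound incubated with DTT at 0.8 mM final as the reducing agent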
S1P3 antagonist: antagonists of human S1P3 receptor. CHO S1P3 NFAT-BLA reporter, FRET fluorescence, antagonist mode. inhibition, % at 4.98 µM. 170,000 tested, 0.27% active. AID 485;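 active = inhibition above the plate cutoff, the mean inhibition of test wells on that plate plus 3 SD, cut at about 28% in these data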;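 also: cells challenged with S1P at its EC80 of 0.8 µM; blue over green emission ratio from cleaved BLA substrate after 4 h stimulation; 0% = S1P-stimulated wells and 100% = unstimulated DMSO-only wells; some compounds past the cut are filed as inactive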
Target sequence (Q99500 whole entry, looked up): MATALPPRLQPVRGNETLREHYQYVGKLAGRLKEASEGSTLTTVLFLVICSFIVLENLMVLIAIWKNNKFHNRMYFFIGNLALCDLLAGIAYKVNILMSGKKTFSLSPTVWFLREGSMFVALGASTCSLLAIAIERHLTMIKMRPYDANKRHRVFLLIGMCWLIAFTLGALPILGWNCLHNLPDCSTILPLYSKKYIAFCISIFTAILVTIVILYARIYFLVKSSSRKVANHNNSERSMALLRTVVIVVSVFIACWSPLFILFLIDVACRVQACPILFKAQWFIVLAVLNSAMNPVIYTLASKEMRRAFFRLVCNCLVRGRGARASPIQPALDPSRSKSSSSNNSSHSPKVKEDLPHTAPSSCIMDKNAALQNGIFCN
PMI act: increases human mannose-6-phosphate isomerase activity; P34949; purified human PMI, coupled resazurin fluorescence, 20 min; active compounds read high; 1 = vehicle control, 0 substrate-free wells; activation factor at 20 µM; 190,000 tested, 0.005% active; AID 1214;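 active = activation factor of 2 or more at 20 µM, relative to plate controls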
Active calls of the source: *; . = not tested or not shown.

SMILES	TNAP inh noacc	RAM inhibit	Hsp70 activator	PMI act satM6P	Lmaj promast	HMGR II inh	TNAP inh hi DEA	DTT redox prof	S1P3 antagonist	PMI act
N#Cc1cc2c(nc1SCC(=O)Nc1cc(Cl)cc(Cl)c1)C1CCN2CC1	-15	2.8	-0.4	1	0	-1	-27	0.3	.	1
O=C(COc1ccc2ccccc2c1)N1CCN(Cc2ccncc2)CC1	3	1.0	-0.2	1.2	44	-3	-6	-1.3	.	1.1
CC(=NCCN1CCCCC1)c1c(O)n(-c2ccc(Cl)cc2)c(=O)[nH]c1=O	-3	1.9	-0.2	1	-3	-3	1	1.5	.	0.9
CCCCOc1ccc(CCN)cc1Cl	-13	-0.6	-0.3	0.9	89*	-1	1	0.3	8	0.9
C=Cc1ccc(Cn2c(C(=O)O)c(C=O)c3ccccc32)cc1	-10	1.3	0.2	1.1	-5	-1	0	-0.1	0	1.2
CCN(CC)c1ccc(CN(C)CCc2ccc(OC)c(OC)c2)cc1	-9	1.1	-0.1	1	63*	-1	-5	-3.1	.	0.9
O=C1C2CCCN2C(c2cccnc2)N1c1nccs1 (centres undefined)	-13	0.0	-0.1	1	-6	-1	-5	-0.6	-8	0.9
Cc1cccc(-n2c(/C=C/c3ccc([N+](=O)[O-])o3)nc3ccccc3c2=O)c1	8	3.3	-0.2	1.2	88*	-3	2	-0.2	-3	1.2
COc1cccc(CCNCc2c(F)cccc2F)c1	-9	1.3	-0.3	1	16	-7	-4	-0.1	19	1
CCn1c(O)c(C=Nc2cc(Cl)ccc2Cl)c(=O)n(CC)c1=O	-1	1.8	0.2	1.2	-6	4	4	-0.7	11	1.2
CC1(C)C2([N+](=O)[O-])CNCC1([N+](=O)[O-])CNC2	-10	1.0	0.5	1.1	-5	1	-1	0.6	.	1.1
CCN1CCN(Cc2ccc(C)cc2C)CC1	-15	1.8	-0.2	1.1	-5	-6	-8	-0.5	-41	1
CCOC(=O)C1=C(N)OC2=C(C(=O)CCC2)C12C(=O)N1c3c(ccc(C)c32)C(C)=CC1(C)C (centres undefined)	-2	3.3	-0.3	0.9	79*	2	2	-0.7	1	0.9
Cc1c(C(=O)N2CCC3(CC2)OCCO3)sc2ncnc(N3CCc4ccccc4C3)c12	-16	0.4	0.1	0.9	-2	0	-6	-0.3	-20	1
Cc1c(C(=O)N2CCC3(CC2)OCCO3)oc2ccc(S(=O)(=O)N3CCOCC3)cc12	-11	0.7	0.3	1	-3	-1	-2	2.0	.	1
CCc1ccccc1N1C(=O)CC(=O)NC1=O	-17	0.0	-0.4	1.1	-5	-5	-7	0.2	-6	1.2
CCOC(=O)C(C)Oc1cc(C)cc2oc(=O)c3c(c12)CCCC3 (centres undefined)	-11	2.8	-0.3	0.9	18	-1	-4	-0.5	.	0.9
COc1ccccc1-n1c(-c2ccoc2)nc2ccccc2c1=O	-12	0.1	-0.1	1	-2	1	-3	-1.0	-9	1.1
CC1(C)N(O)C2CCCCC2N1O (centres undefined)	-11	0.4	-0.3	1.2	-1	-4	-3	2.1	2	1.1
CN1CCN(c2ncnc3nc[nH]c23)CC1	-12	2.4	-0.3	1	1	3	-5	0.0	-18	1
CN1CCN(c2ccc(S(=O)(=O)C(F)(F)F)cc2[N+](=O)[O-])CC1	-15	0.4	-0.1	1.1	51*	-1	0	0.2	-14	1
COC(=O)C(O)(c1ccc(NC(=S)NC(=O)c2ccc(Cl)cc2Cl)c(C)c1)C(F)(F)F (centres undefined)	5	9.3*	-0.5	0.8	6	1	-4	-0.5	-5	0.8
Cn1c(CN2CCN(C(=O)COc3ccccc3)CC2)nc2cc([N+](=O)[O-])ccc21	-11	0.8	0.0	1	3	-5	-2	0.2	5	0.9
Nc1ccc(N=Nc2ccccc2)cc1	12	0.6	-0.1	1	1	2	8	-0.3	-22	1
CCOC(=O)CNC(=O)CSP(=S)(OCC)OCC	-11	-0.2	-0.1	1	-7	0	0	0.3	-52	1
CC1CCC(NCC(O)c2ccccc2)CC1 (centres undefined)	-13	0.8	-0.2	1.1	71*	0	-4	1.0	.	1
CSc1ccc(C(=O)C(C)(C)N2CCOCC2)cc1	-6	-1.0	0.5	0.8	48	-4	0	1.3	-22	0.8
O=C(c1ccc(N2CCCCC2)c([N+](=O)[O-])c1)N1CCC2(CC1)OCCO2	5	-0.1	-0.2	1.1	0	2	8	-0.9	-6	1
CCCCn1c(O)c(C(C)=NCCCN(C)C)c(=O)[nH]c1=O	-13	1.9	-0.2	0.9	11	0	-3	0.1	-37	1
O=c1[nH]c(=O)n(CCc2ccc(F)cc2)c(O)c1C=NCCCN1CCOCC1	-13	-0.1	0.1	1	6	-11	-6	-0.1	0	1.1
Cc1ccc(-c2nn(CCC#N)cc2C(=O)O)cc1C	-12	-0.1	-0.1	1	-6	-1	-7	-0.2	0	1
CCCc1nc2ccc(Br)cc2c(=O)n1-c1ccc([N+](=O)[O-])c(C(F)(F)F)c1	2	2.1	-0.6	1	7	1	-1	0.5	14	0.9
Cc1ccc(C(=O)NC2CC3CCC(C2)N3)cc1 (centres undefined)	-16	-0.7	-0.1	0.9	-4	-4	-6	-0.9	-2	1
CC(C)N1CCN(Cc2ccc3c(c2)OCCO3)CC1CCO (centres undefined)	-6	0.4	0.0	0.9	-3	-2	-3	-0.3	0	0.9
CC1(C)NCCN2C(=O)CSC21 (centres undefined)	-14	-0.3	-0.3	1.1	-2	-5	-5	-0.2	.	1
C=CCn1c(O)c(C=NCCCOc2ccc(CC)cc2)c(=O)[nH]c1=S	-2	6.5	-0.1	1	6	2	1	2.3	.	1
Cc1nn(Cc2ccccc2)c(C)c1C(=O)OCC(=O)NC1CCS(=O)(=O)C1 (centres undefined)	-3	0.1	-0.3	1	-6	2	-2	0.1	-10	1.1
Cn1cnc([N+](=O)[O-])c1Sc1ccc([N+](=O)[O-])cc1	0	0.5	-0.1	2*	84*	-3	2	-0.3	-4	1.4
Cc1cccn2c(=O)c3c(nc12)N1CCC(Cc2ccccc2)CC1C1(C3)C(=O)N(C)C(=O)N(C)C1=O (centres undefined)	-4	2.4	-0.5	0.9	59*	-1	-2	0.5	-10	0.9
Cc1ccc(C)c(OCC(=O)N2CCN(Cc3ccc4c(c3)OCO4)CC2)c1	-1	2.0	-0.1	.	20	-1	-3	-0.1	11	.
CCc1nc(N2CCNCC2)c(C#N)c2c1CSC(C)(C)C2	-5	0.3	-0.4	0.9	9	-6	-8	-0.6	.	1
O=c1c2ccccc2nc(/C=C/c2ccc([N+](=O)[O-])o2)n1-c1ccc(O)cc1	14	4.0	0.8	1.1	99*	-5	7	-0.6	-15	1.2
CC(=O)NNC(=O)CN1C(=O)CN=C(c2ccccc2)c2cc(Br)ccc21	-18	-0.1	0.0	0.9	13	-3	-4	-1.2	-24	1.1
CCOC(=O)c1c(C)n(CCOC)c2ccc(O)cc12	-12	0.6	0.1	0.9	18	-1	-4	3.4	-2	0.9
Cc1ccc(N2C(=O)NC(=O)C(CCc3ccccn3)(Cc3ccc(F)cc3)C2=O)cc1 (centres undefined)	-8	2.8	-0.2	.	13	1	-2	-1.0	-12	.
Cc1ccc(CN2CCCC(C(=O)c3cccc(C(F)(F)F)c3)C2)o1 (centres undefined)	-6	1.0	0.0	1	47	-3	-5	-0.3	2	0.9
Cc1ccc2nc(C)n(-c3ccc(F)cc3)c(=O)c2c1	5	-0.7	-0.2	1.1	0	-9	2	-1.6	9	1.2
O=c1[nH]c(=O)n(Cc2ccco2)c(O)c1C=NCc1cccs1	-4	2.8	0.0	0.9	-4	2	-1	0.2	9	0.8
CC(=O)[C@@]1(O)CC[C@H]2[C@@H]3CC=C4C[C@@H](O)CC[C@]4(C)[C@H]3CC[C@@]21C	-7	0.8	-0.3	1	-4	-1	3	0.6	3	1
CN(C)P(=NC(=S)c1cccn1C)(N(C)C)N(C)C	9	0.1	-0.3	1	-1	-2	-6	-2.5	.	0.9
OC1/C(=C/c2ccc(Cl)cc2Cl)N2CCC1CC2 (centres undefined)	-8	1.4	0.1	1	4	4	-1	1.0	-8	1
O=C(Nc1nc(-c2ccccc2)c(-c2ccccc2)s1)c1ccc(S(=O)(=O)N(CCCl)CCCl)cc1	-3	5.4	-0.2	1	74*	-3	1	0.4	0	1
CCCOc1ccccc1C1SCC(=O)Nc2c1c(=O)[nH]n2C(C)CCC (centres undefined)	-12	1.9	-0.2	0.9	3	2	-4	-0.5	.	1
O=P(O)(Oc1ccccc1)OC(c1ccccc1)C(F)(F)F (centres undefined)	-11	0.5	0.0	1.1	-3	-2	-3	-0.4	-7	1.2
CCC(=Nc1ccc(OC)cc1OC)c1c(O)[nH]c(=O)[nH]c1=O	-7	0.5	-0.3	0.7	-2	1	-3	2.8	-17	0.9
COP(=O)(OC)C(NS(=O)(=O)c1ccccc1)C(Cl)(Cl)Cl (centres undefined)	-8	-1.6	-0.3	1.1	-8	-2	-6	0.1	-13	1.1
Cc1cccc(-n2c(-c3ccco3)nc3ccccc3c2=O)n1	-15	1.4	-0.8	0.9	-5	-7	-5	3.8	-60	0.9
Cc1nn(Cc2ccccc2)c(C)c1C=C1C(=O)NC(=O)NC1=O	-6	1.8	-0.2	1	58*	3	-1	.	0	1
O=C1NC(=S)NC(=O)C1C/C=C/c1ccccc1	-29	0.9	-0.1	1.7	-1	2	-7	0.3	.	1.3
CCCNC(=O)c1c(N)n(Cc2ccco2)c2nc3ccccc3nc12	-8	7.8	-0.2	1.1	47	5	1	0.2	.	0.9

Just TNAP inh noacc, Hsp70 activator and PMI act, for two of the compounds above:
SMILES | TNAP inh noacc | Hsp70 activator | PMI act
CCCOc1ccccc1C1SCC(=O)Nc2c1c(=O)[nH]n2C(C)CCC (centres undefined) | -12 | -0.2 | 1
COP(=O)(OC)C(NS(=O)(=O)c1ccccc1)C(Cl)(Cl)Cl (centres undefined) | -8 | -0.3 | 1.1

Remaining list, next part.
SMILES	TNAP inh noacc	RAM inhibit	Hsp70 activator	PMI act satM6P	Lmaj promast	HMGR II inh	TNAP inh hi DEA	DTT redox prof	S1P3 antagonist	PMI act
O=c1[nH]c(=O)n(-c2ccccc2F)c(O)c1C=NCCC1=CCCCC1	-7	2.8	-0.4	1	10	-4	-6	-0.8	-17	1
COC(=O)c1c(N)n(Cc2ccc(OC)cc2)c2nc3ccccc3nc12	-9	1.6	-0.1	1	52*	-3	-1	-0.6	-7	0.9
O=[N+]([O-])c1ccc(N2CCCC2)c2ccncc12	31	1.2	-0.4	0.5	27	-3	46	0.3	4	1
CC(=O)Nc1ccc(OC(=O)c2ccccc2N)cc1	-10	0.0	-0.4	1.1	-7	-1	-6	3.2	11	1
CCCCn1c(O)c(C=Nc2c(C)n(C)n(-c3ccccc3)c2=O)c(=O)[nH]c1=O	25	2.3	-0.1	0.9	-2	-6	-4	1.1	-2	1
Cc1ccsc1C(=O)C1CCCN(Cc2cn(C)nc2C)C1 (centres undefined)	-3	2.0	-0.1	0.9	11	-2	-2	-1.0	-8	0.9

This is a subset; count on the stated rates, not on these rows.
